High-throughput results (PubChem)
FAS-TE inh: inhibitors of human fatty acid synthase thioesterase domain; P49327; recombinant FAS-TE, OMFH fluorogenic substrate, fluorescence endpoint; inhibition, % at 15 µM; 360,000 tested, 0.67% active; AID 602261;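 active = compounds whose normalised, plate-corrected inhibition of enzyme fluorescence in the single-dose primary screen is 50% or more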;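 also: 0% = DMSO with enzyme and 100% = substrate without enzyme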
PABP1 MLLE inh: inhibitors of microRNA-mediated deadenylation, human PABP1 MLLE binding; P11940; GST-MLLE / FITC-PAM2 fluorescence polarization; inhibition, % at 20 µM; 360,000 tested, 0.36% active; in the data active = inhibition above about 35%, passing the limit was not always enough;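 also: plate controls were DMSO wells with GST-MLLE for no effect and wells lacking GST-MLLE protein for full effect; some results filed as inactive read as strong as hits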
bovine MsrA act: bovine methionine sulfoxide reductase A activation | purified bovine MsrA, absorbance read-out | activation, % at 10.6 µM | 360,000 tested, 0.3% active | AID 602163; in the data active = activation above about 7.5%;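 also: 0% = vehicle and 100% = reference activator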
eLon inh: inhibits E. coli Lon protease. P0A9M0. purified E. coli Lon protease, fluorescence polarization. inhibition, % at 7.94 µM. 360,000 tested, 0.42% active. AID 602123; in the data active = inhibition above about 13%, passing the limit was not always enough;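 also: 0% = enzyme with probe and DMSO and 100% = no enzyme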
CSN deneddyl inh: blocks human CSN-mediated cullin deneddylation; AID 651999; inhibition, % at 12.5 µM; 360,000 tested, 0.38% active; Purified CSN, SCF-Nedd8-OG deneddylation, fluorescence polarization;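 active = pattern-corrected inhibition above about 35%, with an unprinted fluorescence ratio check between 0.5 and 1.5, limit read from the data, passing the limit was not always enough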;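 also: 0% = enzyme with substrate and 100% = substrate without enzyme; some results filed as inactive read as strong as hits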
Target sequence (Q92905 whole entry, looked up, one chain of several): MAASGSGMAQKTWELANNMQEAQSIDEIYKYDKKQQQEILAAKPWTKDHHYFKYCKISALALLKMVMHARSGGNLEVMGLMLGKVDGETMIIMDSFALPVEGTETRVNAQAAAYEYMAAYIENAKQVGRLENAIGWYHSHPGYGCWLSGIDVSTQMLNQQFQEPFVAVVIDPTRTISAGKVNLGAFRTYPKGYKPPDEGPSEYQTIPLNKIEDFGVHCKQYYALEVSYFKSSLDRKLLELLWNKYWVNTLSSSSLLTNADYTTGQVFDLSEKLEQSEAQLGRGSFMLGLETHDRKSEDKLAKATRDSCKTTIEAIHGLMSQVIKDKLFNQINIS
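Assay system: purified human Csn5 enzyme expressed in HEK293T cells; measure: % inhibition; also added: SCFSkp2-Nedd8OG substrate at 10 nM final; technique: fluorescence polarization; times: reaction 90 min, room temperature; medium: Tris buffer pH 7.5, NaCl, DTT, Tween-20, trehalose, ovalbumin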
MsrA inhibitor: inhibitors of bovine MsrA | 360,000 tested, 0.75% active | purified bovine MsrA, absorbance read-out | inhibition, % at 15.5 µM | AID 651718; in the data active = inhibition above about 4.5%;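 also: 0% = vehicle wells with enzyme and 100% = reference inhibitor wells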
Rin1-Abl PPI inh: inhibitors of human Rin1-Abl protein interaction. P00519+Q13671. TR-FRET Rin1/Abl binding, biochemical. inhibition, % at 7.35 µM. 360,000 tested, 0.4% active. AID 588664; in the data active = inhibition above about 5%, passing the limit was not always enough
Tb MetRS inh: Trypanosoma brucei MetRS inhibition; purified T. brucei MetRS, ATP depletion, Kinase-Glo luminescence; inhibition, % at 11.9 µM; 360,000 tested, 0.4% active;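 active = inhibition above a per-plate cutoff of the control wells' mean inhibition plus 3 SD, cut at about 5.5% in these data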;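 also: 0% = DMSO wells median and 100% = median of wells with control inhibitor compound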
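Material: T. brucei methionyl-tRNA synthetase, purified; reagent: substrates ATP, L-methionine and bulk Escherichia coli tRNA; dosing: 11.9 µM single point; timing: 15 min plus 2 h at 25 °C; detection: luminescence of leftover ATP; evaluation: % inhibition; control set: DMSO-only wells as low control; replicates: singlicate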
Neddyl block: blocks human cullin neddylation; P61081+Q13564; TR-FRET cullin neddylation, biochemical; calls only at 25 µM; 360,000 tested, 0.58% active; in the data active = inhibition above about 36%
Target sequence (P61081 whole entry, looked up): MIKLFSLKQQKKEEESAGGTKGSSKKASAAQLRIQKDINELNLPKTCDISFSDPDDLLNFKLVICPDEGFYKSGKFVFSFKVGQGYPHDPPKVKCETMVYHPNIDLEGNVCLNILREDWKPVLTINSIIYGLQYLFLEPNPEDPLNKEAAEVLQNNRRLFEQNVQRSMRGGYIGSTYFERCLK
Target sequence (Q13564 whole entry, looked up): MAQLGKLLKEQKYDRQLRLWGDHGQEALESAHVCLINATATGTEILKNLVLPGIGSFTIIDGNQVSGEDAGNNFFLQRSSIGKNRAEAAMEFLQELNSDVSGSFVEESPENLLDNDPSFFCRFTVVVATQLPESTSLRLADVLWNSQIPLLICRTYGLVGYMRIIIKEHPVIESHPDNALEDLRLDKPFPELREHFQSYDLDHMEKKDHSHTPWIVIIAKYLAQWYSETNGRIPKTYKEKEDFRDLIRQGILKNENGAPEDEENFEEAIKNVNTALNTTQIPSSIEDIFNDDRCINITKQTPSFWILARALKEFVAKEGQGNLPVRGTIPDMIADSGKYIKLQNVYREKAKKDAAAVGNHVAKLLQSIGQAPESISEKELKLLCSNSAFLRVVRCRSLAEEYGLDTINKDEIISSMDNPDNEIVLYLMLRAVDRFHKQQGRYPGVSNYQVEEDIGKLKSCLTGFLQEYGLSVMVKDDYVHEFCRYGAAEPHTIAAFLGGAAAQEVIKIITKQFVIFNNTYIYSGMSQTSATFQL
Starred values were filed as active, the others as inactive; i = inactive; / = no result given; + = active, no number. Outcome played no part in choosing rows. Share with any hit: about 4%.

Molecule,FAS-TE inh,PABP1 MLLE inh,bovine MsrA act,eLon inh,CSN deneddyl inh,MsrA inhibitor,Rin1-Abl PPI inh,Tb MetRS inh,Neddyl block
Cc1nc2cc(-c3ccc(Cl)cc3)nn2c(C)c1CCC(=O)NCc1ccco1,1,7,-4,-8,6,0.1,-2,0.1,/
Cc1cc(C)c(C)c(S(=O)(=O)Nc2ccccc2C(=O)NCCCn2ccnc2)c1C,-28,-10,-4,1,3,0.3,3,-1.0,+
COc1cccc(NC(=O)CN(C)C(=O)c2cc3c(s2)CCCCC3)c1,15,20,-2,-5,-3,-0.3,1,0.1,i
Cc1ncsc1CCC(=O)N1CCCC(C(=O)c2ccc3c(c2)OCO3)C1 (stereo not drawn),-2,-6,-3,-2,-3,1.3,1,-1.1,i
COc1cccc(C(=O)Nc2cccc3cccnc23)c1OC,2,11,-5,-3,-2,/,3,-0.2,i
CCOC(=O)C1=CN(Cc2cccc(F)c2)S(=O)(=O)N(C)C1c1ccc(C(F)(F)F)cc1 (stereo not drawn),24,-15,-1,-9,3,1.9,-1,0.0,i
Cc1ccc(S(=O)(=O)N2CCCCC2)cc1NC(=O)COC(=O)c1cccn1C,9,5,-5,12,1,0.6,3,-0.5,i
O=C(NCC1CCCO1)C(=O)N/N=C/c1c(F)cccc1Cl (stereo not drawn),-6,13,-4,5,1,-0.2,1,0.5,i
COC(=O)C1(C)CCCC2(C)C1CCC13OCC(CC21)C(O)(C(C)C)C3O (stereo not drawn),-6,3,0,-7,-4,-0.5,-4,-0.2,i
COc1ccccc1NC(=O)c1cc2ccccc2o1,10,0,-4,-5,-1,0.2,2,-0.4,i
CCN(c1ccccc1)S(=O)(=O)c1ccc(OC)c(NC(=O)c2ccc(=O)[nH]c2)c1,-12,-2,-9,6,-2,0.6,2,-0.4,i
COc1ccc2[nH]c3c(c2c1)CC(C)NC3=O (stereo not drawn),-4,-11,-7,10,-5,-0.9,-1,-0.6,/
O=C(COC(=O)c1ccc(F)cc1F)Nc1ccc2[nH]c(=O)[nH]c2c1,-24,-19,-14,-7,3,2.8,0,-0.7,i
CN(CC(=O)Nc1ccc(Cl)cc1)C(=O)c1cccc(S(=O)(=O)N(C)C)c1,-7,-24,-3,-9,3,-1.5,0,9.1*,i
Cc1ccc(-c2c(C#N)c(N)n(-c3ccccc3C)c(=O)c2C#N)cc1,-7,0,-3,1,3,4.1,-1,0.5,i
CCCn1c2c(c(O)c(C(=O)NCc3ccccc3)c1=O)CCCC2,16,10,-5,3,4,-1.1,1,-0.6,i
CC(C)CN(CC(C)C)C(=O)CN1c2cccc3cccc(c23)S1(=O)=O,4,-4,-1,5,5,-0.6,1,-0.4,/
Cc1ccc(S(=O)(=O)N(CC(O)CN2CCCC2)c2ccccc2)cc1 (stereo not drawn),-3,2,1,-2,1,-0.5,0,-0.2,i
Cc1nn(Cc2c(F)c(F)c(F)c(F)c2F)c(C)c1NC(=O)c1c(-c2ccccc2)nn(-c2ccccc2)c1C,-12,3,-13,-3,-6,0.7,3,-1.6,i
Cc1cn([C@H]2C[C@H](O)[C@@H](CCC(=O)NCCCn3ccnc3)O2)c(=O)[nH]c1=O,-6,-4,1,-7,1,-0.8,-3,-0.3,i

Single values from above:
CSN deneddyl inh, O=C(NCC1CCCO1)C(=O)N/N=C/c1c(F)cccc1Cl (stereo not drawn) stands at 1
MsrA inhibitor, Cc1ccc(-c2c(C#N)c(N)n(-c3ccccc3C)c(=O)c2C#N)cc1 stands at 4.1

In the list so far, these have a furan ring, fused or not.
Molecule,FAS-TE inh,PABP1 MLLE inh,bovine MsrA act,eLon inh,CSN deneddyl inh,MsrA inhibitor,Rin1-Abl PPI inh,Tb MetRS inh,Neddyl block
Cc1nc2cc(-c3ccc(Cl)cc3)nn2c(C)c1CCC(=O)NCc1ccco1,1,7,-4,-8,6,0.1,-2,0.1,/
COc1ccccc1NC(=O)c1cc2ccccc2o1,10,0,-4,-5,-1,0.2,2,-0.4,i

(next part)
Molecule,FAS-TE inh,PABP1 MLLE inh,bovine MsrA act,eLon inh,CSN deneddyl inh,MsrA inhibitor,Rin1-Abl PPI inh,Tb MetRS inh,Neddyl block
Cn1c(=NC(=O)c2ccccc2[N+](=O)[O-])sc2cc(S(C)(=O)=O)ccc21,-9,-7,-3,7,1,1.4,-4,0.2,i
Cc1cc2nc(-c3ccc(SCc4ccccc4C#N)nc3)[nH]c2cc1C,14,0,-3,10,8,0.9,-1,-0.2,i
COCCCNC(=O)CNC(=S)N(Cc1ccccc1)Cc1cccnc1,-6,-101,-3,-2,2,-0.7,-2,-0.3,i
CCN1CCN(c2nc3c(C)cccn3c(=O)c2/C=C(\C#N)S(=O)(=O)c2ccc(C)cc2)CC1,31,-3,-2,-10,0,1.1,-5,1.0,i
O=C(c1ccc2nc[nH]c2c1)N1CCN(S(=O)(=O)c2cccc(Cl)c2)CC1,-4,4,-10,0,-2,-0.6,3,-0.6,i
O=C(CCSCc1ccc(Cl)cc1)NCCc1ccccc1,13,16,-9,1,-12,0.6,-5,-0.8,i
O=C(CSc1cn(Cc2ccccc2)c2ccccc12)Nc1nccs1,19,-3,2,7,-1,1.3,0,-0.4,i
CCn1cc(CN2CCC(C(=O)Nc3cccc(-c4cccc(F)c4)c3)CC2)cn1,-2,-8,-2,11,0,-0.5,1,-0.5,i
CCOc1ccc(-n2c(C)cc(/C=C3/C(=N)N4C(=NC3=O)SN=C4S(C)(=O)=O)c2C)cc1,14,-21,-3,-18,4,4.0,2,-0.5,/
COc1ccc(C(=O)NNC(=O)C(NC(=O)c2ccccc2NC(=O)c2ccco2)C(C)C)cc1 (stereo not drawn),-17,6,-2,-7,7,0.0,-4,-0.7,/
CCC1(c2ccccc2)NC(=O)N(CC(=O)NCCN2C(=O)S/C(=C\c3cccnc3)C2=O)C1=O (stereo not drawn),-4,30,-5,-2,-3,1.7,-1,-0.2,i
CCN(CC)c1ccc(C=Nc2ccc(C)cc2)c(O)c1,12,-3,-2,-2,2,6.9*,-3,-0.2,i
CCn1nnnc1SCC(=O)c1cc(Cl)ccc1OC,3,-24,-3,-1,1,1.3,-1,-0.8,i
Nc1cc(Cl)nc(N/N=C/c2c(O)ccc3ccccc23)n1,6,-20,-4,6,-2,1.1,-1,-1.1,i
Cc1ccc(/C=C(/C#N)C(=O)NC(C)c2ccccc2)o1 (stereo not drawn),-6,-8,-11,-7,-1,2.6,1,-1.7,i
CCOC(=O)c1cnc(-n2nc(C)cc2C)nc1N(C)C,-5,7,-4,1,3,1.6,-4,-0.4,i
Cc1ccccc1Nc1nc(N)nc(CN2CCN(Cc3ccc4c(c3)OCO4)CC2)n1,-3,-1,-3,1,4,0.0,0,-0.2,i
Cc1ccc(NC(=O)CN2CCN(CCN=CC3=C(O)CC(c4ccc(C)cc4)CC3=O)CC2)cc1 (stereo not drawn),-2,2,-6,3,-3,-0.7,0,-1.0,i
O=C(NNC(=S)Nc1cccc(C(F)(F)F)c1)c1cccc(Cl)c1,17,11,-3,13,2,1.1,-1,-0.2,i
Cc1ccc(S(=O)(=O)NNC(=O)c2ccncc2)cc1[N+](=O)[O-],-4,5,-1,-1,3,-0.3,1,0.3,i

Carrying on.
Molecule,FAS-TE inh,PABP1 MLLE inh,bovine MsrA act,eLon inh,CSN deneddyl inh,MsrA inhibitor,Rin1-Abl PPI inh,Tb MetRS inh,Neddyl block
C/C(=N\NC(=O)c1ccncc1)c1cccc(NC(=O)c2ccc(Cl)s2)c1,1,-10,-2,2,4,0.1,3,0.1,i
Cc1ccc(C(=O)NC(=S)N2CCN(C)CC2)cc1,-8,17,-1,1,-5,0.7,2,-0.1,i
Cc1cccc(C(=O)OCCN2CCOCC2)c1,-3,4,3,-3,2,-0.2,1,0.2,i
CCc1cc(=O)oc2cc(O[C@@H]3O[C@H](CO)[C@@H](O)[C@H](O)[C@H]3O)c(Cl)cc12,-2,1,-4,-11,-4,0.8,0,-0.6,i
CC(=O)Nc1ccc(NC(=O)C(C)OC(=O)/C=C/c2cnc3ccccc3n2)cc1 (stereo not drawn),-13,-19,-1,-7,-2,0.8,-1,0.4,i
CCn1cc(CN2CCC(n3nccc3NC(=O)c3ccc4c(c3)OCO4)CC2)c(C)n1,-6,-3,-2,9,-3,-1.0,1,-0.4,i
CSc1ccc(NC(=O)C2(C)CCN2C(=O)c2ccccc2CCc2ccccc2)cc1 (stereo not drawn),22,5,-1,0,0,0.1,-1,1.1,i
CCOCCCn1c(=S)[nH]c2cc(C(=O)NCC(OC)OC)ccc2c1=O,-3,-39,-5,-7,-2,-0.9,1,-0.4,i
O=C(NCC(=O)N1CCN(C/C=C/c2ccccc2)CC1)c1ccc(OC(F)F)cc1,-10,-10,-10,-5,-2,1.4,4,-0.5,i
COc1cc(/C=N/NC(=O)c2cc(-c3cccc(OC(C)C)c3)nc3ccccc23)ccc1O,17,-8,-3,4,0,1.9,-1,1.6,i
Cc1ccc(CSc2nnc(NC(=O)Cn3cnc4ccccc4c3=O)s2)cc1,0,-39,-2,0,-6,0.1,2,0.2,i
CCOc1ccc2nc(Cl)c(C3CC(c4ccccc4)=NN3C(=O)c3cccs3)cc2c1 (stereo not drawn),-5,3,-2,-6,6,0.4,-3,0.0,i
CC(=O)N/C(=C\c1ccccc1)C(=O)Nc1ccc(O)cc1,-5,-4,-2,2,2,-0.2,1,-0.5,i
O=C(NCCC1CCCCN1S(=O)(=O)c1cccs1)C(=O)Nc1ccc(F)cc1F (stereo not drawn),18,4,-11,3,5,-0.1,-1,-0.8,i
CCCCN(CC)Cc1ccc(CNC(=O)Nc2ccc(OC)cc2OC)o1,-6,0,4,-5,2,-0.3,-5,-0.4,i
O=C(c1cccnc1)N1CCN(Cc2ccc3c(c2)OCO3)CC1,-10,10,-6,-13,-1,1.6,0,-0.7,i
CCN(CC)C(=N)/C(C#N)=N/Nc1ccccc1,-7,8,1,2,5,0.8,-4,0.6,i
NC1=NC(=O)C(Cc2ccc(F)cc2)S1 (stereo not drawn),-5,7,-1,-4,-3,-0.6,0,0.2,i
NC(=O)c1ccc(CSc2nc3ccccc3s2)cc1,2,-16,-15,-14,0,0.3,4,-0.3,i
CCOc1cccc2sc(NN)nc12,-5,3,0,2,1,0.2,-1,-0.5,i

The listing continues.
Molecule,FAS-TE inh,PABP1 MLLE inh,bovine MsrA act,eLon inh,CSN deneddyl inh,MsrA inhibitor,Rin1-Abl PPI inh,Tb MetRS inh,Neddyl block
CCCNC(=O)c1csc2c1CCCCC2,-4,-1,-3,-3,1,0.6,1,0.1,i
O=C(NC1CCOC1)c1cc(COc2cccc(C(F)(F)F)c2)on1 (stereo not drawn),0,-3,-1,2,0,-0.4,-3,-0.4,i
O=C(COC(=O)C1CCN(S(=O)(=O)c2cccs2)CC1)Nc1ccc(F)c(F)c1F,39,-2,-3,7,7,-1.2,-1,-0.4,i
CCOC(=O)c1ccccc1OCc1cc(/C=N/NC(=O)c2ccncc2)ccc1OC,3,1,-2,-4,-4,4.0,-1,-0.7,i
Cc1nc2ccccc2n1-c1nc(-c2ccco2)cc(C(F)(F)F)n1,5,7,-4,-5,11,-0.9,0,-0.8,i
Cc1nn(C)c(C)c1S(=O)(=O)N1CCCC(C(=O)NC2CCCCC2)C1 (stereo not drawn),-6,-2,4,4,1,-0.5,-3,0.7,i
COc1ccc(/C(O)=C2/C(=O)C(=O)N(c3ccccn3)C2c2cccc(Cl)c2)cc1 (stereo not drawn),-4,-6,-8,2,3,-0.1,1,-1.2,i
